Compound activity from PubChem BioAssay.
GC-B act = human GC-B receptor activators, primary screen, HEK293 GC-B cells, cGMP TR-FRET, EC30 CNP; AID 1920062, 2024; 0% at EC30 CNP, 100% saturating CNP; actives 0.11% (n = 370,000); Atrial natriuretic peptide receptor 2 (Homo sapiens), P20594; activation, % at 10 µM;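 active means activation at 10 µM reaching about 35% in either raw or pattern-adjusted values, limit read from the data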
FXN GAA850 act = FXN promoter activators, primary screen, cell-based, luciferase luminescence, HEK293 lucGAA850; HEK293 lucGAA850 FXN promoter luciferase reporter, 24 h; percent of 10 µM SAHA response; activation, % at 6 µM; actives 0.56% (n = 360,000);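 active means activation above the average of all compounds screened plus 3 SD, cutoff fixed separately per campaign, cut at about 7.5% in these data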;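 further: 0% = DMSO wells and 100% = 10 µM SAHA wells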
DAX1 inh-1 = DAX1 (NR0B1) inhibitors, primary screen, cell-based, HEK293, Gal4-DAX1, luciferase luminescence; actives 0.99% (n = 340,000); inhibition, % at 6.75 µM; HEK293 Gal4-DAX1 luciferase reporter; AID 504766, 2011; Nuclear receptor subfamily 0 group B member 1 (Homo sapiens), P51843;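 active means inhibition above the mean over all tested compounds plus 3 SD, cut at about 4.2% in these data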;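 further: 0% = DAX1-transfected cells with DMSO and 100% = empty-vector control cells with DMSO; inhibition shows as a rise in luminescence from relieved DAX1 repression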
Target sequence (P51843 207-470 limits assumed): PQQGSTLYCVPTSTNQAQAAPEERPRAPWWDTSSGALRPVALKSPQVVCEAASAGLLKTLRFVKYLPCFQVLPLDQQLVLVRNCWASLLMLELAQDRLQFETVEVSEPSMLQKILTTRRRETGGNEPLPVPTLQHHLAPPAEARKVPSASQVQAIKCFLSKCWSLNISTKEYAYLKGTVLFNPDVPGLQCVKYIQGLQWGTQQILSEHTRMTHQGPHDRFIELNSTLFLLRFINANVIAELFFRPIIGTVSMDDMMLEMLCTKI
SMARCA2 activ = SMARCA2 (BRM) function activators, primary screen, cell-based, luminescence, high throughput; MG213 cells, MMTV-luciferase reporter, dexamethasone, overnight; activation, % at 9.1 µM; actives 1% (n = 370,000); AID 652017, 2013; in the data active means activation above about 7.8%;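 further: 0% = vehicle wells and 100% = reference activator wells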
ADAM10 inh = human ADAM10 inhibitors, primary screen, biochemical, QFRET, HTS | recombinant ADAM10, EDANS/DABCYL FRET peptide cleavage, 3 h | Disintegrin and metalloproteinase domain-containing protein 10 (Homo sapiens), O14672 | inhibition, % at 7 µM | actives 0.62% (n = 370,000);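 active means inhibition above a per-campaign cutoff equal to the mean of compounds falling between control-based bounds plus 3 SD, cut at about 20% in these data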;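 further: 0% = DMSO wells while the 100% control is not disclosed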
ssDAF12 agonist = S. stercoralis DAF-12 nuclear receptor activators, primary screen, cell-based, luminescence, HEK293, GRIP1 co-expression, lit1-tk-luc. AID 652126, 2013. HEK293 ssDAF-12/GRIP1 lit1-tk-luc reporter; % of 3 µM dafachronic acid response. activation, % at 6.8 µM. actives 1% (n = 370,000);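 active means activation above the mean over all tested compounds plus 3 SD, cut at about 0.9% in these data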;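 further: 0% = DMSO-only wells and 100% = 3 µM delta7-dafachronic acid wells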
HGIII-sPLA2 inh = human group III sPLA2 inhibitors, primary screen, biochemical, QFRET, BODIPY PC-A2 liposome substrate; inhibition, % at 12.2 µM; Group 3 secretory phospholipase A2 (Homo sapiens), Q9NZ20; QFRET BODIPY PC-A2 liposome hydrolysis, fluorescence; actives 0.56% (n = 370,000);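 active means inhibition above mean plus 3 SD of compounds lying within the high and low control bounds, cut at about 19% in these data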;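 further: 0% = median of test compound wells and 100% = no enzyme DMSO wells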
Target sequence (Q9NZ20 whole entry, looked up): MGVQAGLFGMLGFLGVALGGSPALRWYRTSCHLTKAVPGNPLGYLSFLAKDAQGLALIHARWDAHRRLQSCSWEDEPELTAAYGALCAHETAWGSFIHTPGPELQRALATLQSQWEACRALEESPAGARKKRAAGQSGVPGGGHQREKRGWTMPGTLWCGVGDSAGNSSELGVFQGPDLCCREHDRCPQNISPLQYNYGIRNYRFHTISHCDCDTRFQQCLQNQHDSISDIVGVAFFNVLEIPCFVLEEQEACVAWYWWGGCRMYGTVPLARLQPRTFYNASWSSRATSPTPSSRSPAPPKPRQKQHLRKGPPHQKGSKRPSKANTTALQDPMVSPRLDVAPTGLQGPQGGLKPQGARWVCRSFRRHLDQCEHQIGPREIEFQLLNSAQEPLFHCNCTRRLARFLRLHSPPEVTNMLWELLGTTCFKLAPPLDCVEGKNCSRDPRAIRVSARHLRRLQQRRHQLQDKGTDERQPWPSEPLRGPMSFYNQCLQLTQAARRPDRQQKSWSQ
GC-A act = GC-A stimulated cGMP production enhancers – HEK293 GC-A cells, cGMP TR-FRET, EC30 ANP, primary screen. Atrial natriuretic peptide receptor 1 (Homo sapiens), P16066. 0% at EC30 ANP, 100% saturating ANP. activation, % at 10 µM. actives 0.14% (n = 370,000). AID 1671463, 2021; in the data active means activation above about 40%
hcDAF-12 act = H. contortus DAF-12 nuclear receptor activators, primary screen, cell-based, luminescence, HEK293, lit1-tk-luc reporter | HEK293 hcDAF-12 lit1-tk-luc reporter; 0% DMSO, 100% Δ7-dafachronic acid | activation, % at 6.8 µM | actives 1.4% (n = 370,000) | AID 652067, 2013;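 active means activation above the mean of all tested compounds plus 3 SD, cut at about 5.5% in these data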;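 further: 100% = response to 3 µM Δ7-dafachronic acid high control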
hgDAF12 agonist = H. glycines DAF-12 receptor agonists, primary screen, cell-based, luminescence, HEK293, GAL4 fusion, UAS-luciferase. Nuclear hormone receptor DAF-12 (Heterodera glycines), GAL4 fusion. HEK293 GAL4-hgDAF12 UAS-luciferase reporter, agonist luminescence; normalized to butyrate control. activation, % at 6.8 µM. actives 1.8% (n = 370,000). AID 687014, 2013;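 active means activation above a cutoff set at the mean of all screened compounds plus 3 SD, cut at about 10% in these data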;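 further: 0% = DMSO wells and 100% = sodium butyrate wells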
DAX1 inh-2 = DAX1 (NR0B1) inhibitors on StAR promoter, primary screen, cell-based, luminescence, SF-1 (NR5A1), full-length DAX-1; HEK293T StAR-luciferase reporter, SF-1/DAX-1 repression relief; inhibition, % at 6.8 µM; actives 1.1% (n = 370,000); AID 652010, 2013;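 active means inhibition above the mean over all tested compounds plus 3 SD, cut at about 3.6% in these data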;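 further: 0% = DAX-1 cells with DMSO and 100% = cells lacking DAX-1 with DMSO; higher inhibition means more luminescence from relief of DAX-1 repression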
* marks the source's active call; other numbers are inactive results. Compounds as they come; about 6.6% have a hit in one of these screens.

Start of the listing, in advance:
What do the screens show for `CCCCOc1ccc(C(=O)NCC(=O)NC(C)CCc2ccccc2)cc1` (centres undefined)?
GC-B act: 2; FXN GAA850 act: -0.6; DAX1 inh-1: -0.9; SMARCA2 activ: 1; ADAM10 inh: -8; ssDAF12 agonist: -1.1; HGIII-sPLA2 inh: -10; GC-A act: 1; hcDAF-12 act: -1.4; hgDAF12 agonist: 4.3; DAX1 inh-2: 0.2

What do the screens show for `CC(C)CNC(=O)COCc1cc(-c2ccc3c(c2)OCO3)on1`?
GC-B act: 2; FXN GAA850 act: 4.9; DAX1 inh-1: -0.6; SMARCA2 activ: 3; ADAM10 inh: -5; ssDAF12 agonist: -0.5; HGIII-sPLA2 inh: -4; GC-A act: -2; hcDAF-12 act: 0.0; hgDAF12 agonist: 6.5; DAX1 inh-2: 0.4

All compounds of this part, from the first entry:
What do the screens show for `CCCCOc1ccc(C(=O)NCC(=O)NC(C)CCc2ccccc2)cc1` (centres undefined)?
GC-B act: 2; FXN GAA850 act: -0.6; DAX1 inh-1: -0.9; SMARCA2 activ: 1; ADAM10 inh: -8; ssDAF12 agonist: -1.1; HGIII-sPLA2 inh: -10; GC-A act: 1; hcDAF-12 act: -1.4; hgDAF12 agonist: 4.3; DAX1 inh-2: 0.2

What do the screens show for `CC(C)CNC(=O)COCc1cc(-c2ccc3c(c2)OCO3)on1`?
GC-B act: 2; FXN GAA850 act: 4.9; DAX1 inh-1: -0.6; SMARCA2 activ: 3; ADAM10 inh: -5; ssDAF12 agonist: -0.5; HGIII-sPLA2 inh: -4; GC-A act: -2; hcDAF-12 act: 0.0; hgDAF12 agonist: 6.5; DAX1 inh-2: 0.4

How did COc1ccc(OC)c(S(=O)(=O)N2c3cc(F)ccc3CCC2C)c1 (centres undefined) do in these assays?
GC-B act: 0; FXN GAA850 act: 4.0; DAX1 inh-1: 0.6; SMARCA2 activ: -1; ADAM10 inh: 8; ssDAF12 agonist: -1.1; HGIII-sPLA2 inh: -12; GC-A act: -5; hcDAF-12 act: -1.9; hgDAF12 agonist: -0.4; DAX1 inh-2: -0.5

Results for COC(=O)c1cc(S(=O)(=O)N2CCN(c3cccc(C)c3)C(C)C2)c[nH]1 (centres undefined) ?
GC-B act: 2; FXN GAA850 act: -0.6; DAX1 inh-1: 0.7; SMARCA2 activ: -2; ADAM10 inh: 3; ssDAF12 agonist: -0.9; HGIII-sPLA2 inh: -4; GC-A act: -2; hcDAF-12 act: 0.9; hgDAF12 agonist: -0.7; DAX1 inh-2: 0.3

What do the screens show for `Cc1ccc(C(C)C)c(Oc2nnnn2-c2ccccc2)c1`?
GC-B act: 0; FXN GAA850 act: 1.8; DAX1 inh-1: -1.0; SMARCA2 activ: -1; ADAM10 inh: 13; ssDAF12 agonist: -2.2; HGIII-sPLA2 inh: -5; GC-A act: -3; hcDAF-12 act: 0.1; hgDAF12 agonist: -1.1; DAX1 inh-2: -0.7

How did Cc1c(Cl)cccc1NC(=O)CC(C(=O)O)C1CCCO1 (centres undefined) do in these assays?
GC-B act: -1; FXN GAA850 act: -1.1; DAX1 inh-1: -0.2; SMARCA2 activ: -4; ADAM10 inh: -13; ssDAF12 agonist: -0.7; HGIII-sPLA2 inh: 8; GC-A act: 4; hcDAF-12 act: -1.3; hgDAF12 agonist: 0.9; DAX1 inh-2: -0.8

Results for COC(=O)c1sc(S(=O)(=O)N2CC(C)OC(C)C2)c(C(=O)OC)c1C (centres undefined) ?
GC-B act: 0; FXN GAA850 act: 0.3; DAX1 inh-1: 0.1; SMARCA2 activ: -2; ADAM10 inh: 1; ssDAF12 agonist: -1.2; HGIII-sPLA2 inh: -2; GC-A act: -2; hcDAF-12 act: -0.9; hgDAF12 agonist: -2.1; DAX1 inh-2: -1.6

What do the screens show for `CCOC(=O)c1c(NC(=O)CSc2nnc(-c3ccc(C)cc3)o2)sc(C(C)=O)c1C`?
GC-B act: -5; FXN GAA850 act: 1.8; DAX1 inh-1: 0.6; SMARCA2 activ: -1; ADAM10 inh: -5; ssDAF12 agonist: -1.3; HGIII-sPLA2 inh: -11; GC-A act: -5; hcDAF-12 act: -0.7; hgDAF12 agonist: 2.2; DAX1 inh-2: 0.3

Results for O=C(Nc1nnc(S(=O)(=O)N2CCCCCC2)s1)c1ccccc1F ?
GC-B act: -1; FXN GAA850 act: 1.3; DAX1 inh-1: -0.2; SMARCA2 activ: 1; ADAM10 inh: -5; ssDAF12 agonist: -1.6; HGIII-sPLA2 inh: -14; GC-A act: 0; hcDAF-12 act: -0.7; hgDAF12 agonist: 3.6; DAX1 inh-2: 3.1

Results for O=C(Nc1ccc(NC(=O)C2CC2)nc1)c1ccco1 ?
GC-B act: 2; FXN GAA850 act: 4.0; DAX1 inh-1: 1.3; SMARCA2 activ: 1; ADAM10 inh: -6; ssDAF12 agonist: 0.0; HGIII-sPLA2 inh: 5; GC-A act: 2; hcDAF-12 act: -0.9; hgDAF12 agonist: 3.9; DAX1 inh-2: 0.7

What do the screens show for `Cc1cc(C)n(C(=O)CNC(=O)c2cccs2)n1`?
GC-B act: -3; FXN GAA850 act: -1.1; DAX1 inh-1: 0.9; SMARCA2 activ: -2; ADAM10 inh: -10; ssDAF12 agonist: -0.9; HGIII-sPLA2 inh: 2; GC-A act: 1; hcDAF-12 act: -1.8; hgDAF12 agonist: -0.9; DAX1 inh-2: 0.0

How did O=C(COc1cc(Cl)c(Cl)cc1Cl)NC(=O)NC1CCCC1 do in these assays?
GC-B act: 4; FXN GAA850 act: 0.2; DAX1 inh-1: 1.3; SMARCA2 activ: -3; ADAM10 inh: -2; ssDAF12 agonist: -1.0; HGIII-sPLA2 inh: 7; GC-A act: 1; hcDAF-12 act: 0.6; hgDAF12 agonist: -0.9; DAX1 inh-2: -0.4

What do the screens show for `O=Nc1c(O)[nH]c2ccc(F)cc12`?
GC-B act: -7; FXN GAA850 act: 0.7; DAX1 inh-1: -1.5; SMARCA2 activ: 1; ADAM10 inh: -8; ssDAF12 agonist: -0.8; HGIII-sPLA2 inh: -33; GC-A act: 0; hcDAF-12 act: 1.2; hgDAF12 agonist: -1.8; DAX1 inh-2: -0.5

Results for Cc1ccc(SCC(=O)OCC(=O)NCCC2=CCCCC2)cc1 ?
GC-B act: 6; FXN GAA850 act: -0.6; DAX1 inh-1: -0.2; SMARCA2 activ: -1; ADAM10 inh: 4; ssDAF12 agonist: -0.7; HGIII-sPLA2 inh: -21; GC-A act: -3; hcDAF-12 act: -1.0; hgDAF12 agonist: 3.3; DAX1 inh-2: -0.6

Results for COc1ccc(/C=N/N(C)c2cc(=O)n(C)c(=O)[nH]2)cc1OC ?
GC-B act: -7; FXN GAA850 act: 5.3; DAX1 inh-1: 0.2; SMARCA2 activ: 0; ADAM10 inh: -2; ssDAF12 agonist: -0.9; HGIII-sPLA2 inh: 11; GC-A act: -1; hcDAF-12 act: 0.8; hgDAF12 agonist: -0.2; DAX1 inh-2: 0.3

Results for CC(C)[C@@H](CSc1ccccc1)N1CCN(Cc2ccccc2)CCC1=O ?
GC-B act: -5; FXN GAA850 act: -1.7; DAX1 inh-1: 0.2; SMARCA2 activ: 1; ADAM10 inh: 11; ssDAF12 agonist: -1.2; HGIII-sPLA2 inh: 4; GC-A act: -5; hcDAF-12 act: -1.0; hgDAF12 agonist: 4.2; DAX1 inh-2: -0.4

How did O=C(NC1CCCCC1)c1ccc(S(=O)(=O)N2CCOCC2)cc1 do in these assays?
GC-B act: 2; FXN GAA850 act: -1.3; DAX1 inh-1: -0.4; SMARCA2 activ: 4; ADAM10 inh: 1; ssDAF12 agonist: -1.1; HGIII-sPLA2 inh: 0; GC-A act: -2; hcDAF-12 act: 0.2; hgDAF12 agonist: -2.2; DAX1 inh-2: -0.6

Results for CC(C)CCNC(=O)CCNS(=O)(=O)c1ccc(Cl)cc1 ?
GC-B act: 5; FXN GAA850 act: -1.5; DAX1 inh-1: 1.3; SMARCA2 activ: -2; ADAM10 inh: -1; ssDAF12 agonist: -1.2; HGIII-sPLA2 inh: -5; GC-A act: 4; hcDAF-12 act: -1.0; hgDAF12 agonist: 0.2; DAX1 inh-2: -0.5

How did Cc1cccc(NC(=O)c2ccc3ccccc3n2)c1C do in these assays?
GC-B act: -7; FXN GAA850 act: 3.0; DAX1 inh-1: 2.5; SMARCA2 activ: -1; ADAM10 inh: 5; ssDAF12 agonist: 2.8*; HGIII-sPLA2 inh: -8; GC-A act: -1; hcDAF-12 act: 23*; hgDAF12 agonist: 17*; DAX1 inh-2: 6.4*

What do the screens show for `O=C(NCc1ccccn1)c1c(O)c2c([nH]c1=O)CCCC2`?
GC-B act: 1; FXN GAA850 act: 0.4; DAX1 inh-1: -1.2; SMARCA2 activ: -3; ADAM10 inh: 4; ssDAF12 agonist: -0.7; HGIII-sPLA2 inh: 2; GC-A act: 6; hcDAF-12 act: 2.9; hgDAF12 agonist: -2.9; DAX1 inh-2: 0.8

Results for CC(=O)C1=C(C)NC(SCc2cccc3ccccc23)=C(C#N)C1c1ccco1 (centres undefined) ?
GC-B act: 2; FXN GAA850 act: 3.1; DAX1 inh-1: -1.0; SMARCA2 activ: -1; ADAM10 inh: 4; ssDAF12 agonist: -0.6; HGIII-sPLA2 inh: -1; GC-A act: 2; hcDAF-12 act: -2.7; hgDAF12 agonist: -1.5; DAX1 inh-2: 0.1

Results for Brc1ccc2nc(C3CCCCC3)c(Cc3ccsc3)n2c1 ?
GC-B act: -7; SMARCA2 activ: 6; ADAM10 inh: -10; ssDAF12 agonist: -0.9; HGIII-sPLA2 inh: -9; GC-A act: -1; hcDAF-12 act: -0.4; hgDAF12 agonist: 3.8; DAX1 inh-2: 0.3

How did COc1cc(C(=O)NCCSc2ccccc2)cc(OC)c1OC do in these assays?
GC-B act: -1; FXN GAA850 act: 1.0; DAX1 inh-1: 1.1; SMARCA2 activ: -4; ADAM10 inh: 3; ssDAF12 agonist: -0.7; HGIII-sPLA2 inh: 8; GC-A act: -2; hcDAF-12 act: -1.9; hgDAF12 agonist: -2.4; DAX1 inh-2: -0.1
